GRP78 ERSR act – qHTS for Inducers of the Endoplasmic Reticulum Stress Response (ERSR) in Human Glioma: qHTS. U87-MG GRP78 promoter luciferase reporter, 16 h. Potency, µM, inactives show top-dose activation, hits mostly activators. 420,000 compounds, 0.02% hits. AID 602332, 2012; active = well fitted activation curve with a large enough effect; note: series mostly up to about 76 µM; % of control where 0% means no effect; nearly all actives have a fitted effect of over 35% in size
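Stably transfected U87-MG glioma cells carrying a GRP78-based luciferase sensor; 16 h compound incubation. Luminescence end-point read 10 min after Bright-Glo addition at room temperature.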
An asterisk follows results filed as active; & = joins results of further samples. Potency is the fitted concentration of half-maximal effect.

No.	mol	GRP78 ERSR act
1	CC(=O)N[C@@H](C)C(=O)NCC1Cc2cc(C)cc(-c3cnccn3)c2O1 (some centres undefined)	-2%
2	COc1cccc(Cn2c(=O)c(C)nc3cnc(OC)nc32)c1	-3%
3	Cc1cnc(CNc2nc(-c3c(C)noc3C)nc3ccccc23)cn1	0%
4	CC(=O)c1ccc(OC2C=CC(c3ccc(Cl)cc3)OC2CO)cc1 (centres undefined)	-4%
5	Cc1c(CN2CCOc3c(O)cc(-c4nc5ccccc5s4)cc3C2)cnn1C	0%
6	C=C(NC(=O)C(=C)NC(=O)c1csc(C2=NC3c4csc(n4)C4NC(=O)c5csc(n5)C(C(C)(O)C(C)O)NC(=O)C5CSC(=N5)C(=CC)NC(=O)C(C(C)O)NC(=O)c5csc(n5)C3(CC2)NC(=O)C(C)NC(=O)C(=C)NC(=O)C(C)NC(=O)C(C(C)CC)NC2C=Cc3c(C(C)O)cc(nc3C2O)C(=O)OC4C)n1)C(N)=O (centres undefined)	-7%
7	Cc1ccc(C(=O)N(Cc2cc3cc4c(cc3nc2N2CCOCC2)CCC4)CC2CCCO2)cc1 (centres undefined)	1%
8	Cn1cccc1C(=O)N1CCC2(CCCN(c3ncccn3)C2)CC1	-4%
9	COC(=O)CC1C2(C)CC34OC5(C)O[C@@]6(C7/C(=C(/O)C(C)C)C(=O)OC(c8ccoc8)[C@]7(C)C(OC(C)=O)C(OC(C)=O)[C@]6(O5)[C@@]13C)C(OC(C)=O)[C@]4(O)C2OC(=O)C(C)C (some centres undefined)	5%
10	O=C(c1cccc(F)c1)N1CCC2(CC1)CN(c1ncccn1)C2	1%
11	CCC1(c2ccc(OC)cc2)NC(=O)N(C)C1=O (centres undefined)	-1%
12	CCC(C)c1cc([N+](=O)[O-])cc([N+](=O)[O-])c1OC(=O)OC(C)C (centres undefined)	-10%
13	CCOC(=O)N/N=C1/C[C@@H](O)[C@@H](O)[C@@H]2[C@@H]3C(=O)N(C[C@@H]4CCCO4)C(=O)[C@H]3CC[C@@H]12	-2%
14	C[C@@H]1CCN(C(=O)[C@H](CCCNC(=N)N)NS(=O)(=O)c2cccc3c2NC[C@H](C)C3)[C@@H](C(=O)O)C1	-2%
15	c1ccc2c(N3CCCCCC3)nc(CN3CCCCC3c3nccs3)nc2c1 (centres undefined)	-5%
16	COc1ccccc1CN1CCCC(n2cc(C(=O)N3CCCCC3)nn2)C1 (centres undefined)	-4%
17	COc1ccc2[nH]cc(CCNc3cc(-c4ccccc4CN(C)C)ncn3)c2c1	-1%
18	C[C@H]1[C@@H](O)[C@@H](C)\C=C/C=C\C=C/C=C\C=C/C=C\C=C/[C@@H](O[C@H]2O[C@@H](C)[C@@H](O)[C@@H](N)[C@@H]2O)C[C@@H]2O[C@](O)(C[C@@H](O)C[C@@H](O)[C@@H](O)CC[C@@H](O)C[C@@H](O)CC(=O)O[C@H]1C)C[C@@H](O)[C@H]2C(=O)O (stereo in doubt)	-5%
19	CO[C@@H]1COC(=O)[C@H]2CCCN2C(=O)[C@@H](C)COC(=O)C/C=C\[C@H]1C	-3%
20	O=C(N/N=C1/C[C@@H](O)[C@@H](O)[C@@H]2[C@@H]3C(=O)N(Cc4ccccc4)C(=O)[C@H]3CC[C@H]12)OCc1ccccc1	-5%
21	CCOC(=O)c1ccc(O)cc1	1%
22	COC(=O)C(CN)c1c[nH]c2ccc(OC)cc12 (centres undefined)	-6%
23	CCCC(=O)Nc1nc2c(ncn2[C@@H]2O[C@H]3COP(=O)(O)O[C@@H]3[C@@H]2OC(=O)CCC)c(=O)[nH]1	-5%&-4%
24	c1ccc(COCCCc2cnc[nH]2)cc1	-6%
25	Cc1cc(O)c2c(c1)OC1(C)CCC3C(C)(C)CCCC34COC2C14 (centres undefined)	-11%
26	Cc1nc2cnc(Oc3ccccc3)nc2n(Cc2cccs2)c1=O	-4%
27	CC(=O)c1ccc(F)c(-c2cc(C)cc3c2OC(CNC(=O)C[C@@H]2C[C@@H](C)NC(=S)N2)C3)c1 (some centres undefined)	0%
28	FC(F)(F)c1ccccc1-c1cncnc1NCCc1cnc[nH]1	-4%
29	O=C(/C=C/c1ccccn1)NCC1Cc2cccc(-c3ncccn3)c2O1 (centres undefined)	0%
30	CCNC(=O)[C@H]1CCCN1C(=O)[C@H](CCCN=C(N)N)NC(=O)[C@H](CC(C)C)NC(=O)[C@H](CC(C)C)NC(=O)[C@@H](Cc1ccc(O)cc1)NC(=O)[C@H](CO)NC(=O)[C@@H](Cc1c[nH]c2ccccc12)NC(=O)[C@H](Cc1cnc[nH]1)NC(=O)[C@@H]1CCC(=O)N1	-3%
31	COc1c(O)cc(O)cc1O	-1%
32	CCCCC(CC)CCC(CC(C)C)OS(=O)(=O)O (centres undefined)	-2%&-4%
33	COc1ccc(-c2nc3cnc(N4CCOCC4)nc3n(Cc3cccs3)c2=O)cc1	-4%
34	COc1ccc(/C=C/N(CCc2ccc(OC)c(OC)c2)C(=O)c2ccccn2)cc1	-4%
35	[NH-]CCC([O-])=NC(Cc1cnc[nH]1)C(=O)[O-].[Zn+2] (centres undefined)	-3%
36	CCNc1ncc2nc(-c3cc(F)cc(F)c3)c(=O)n(CCC#N)c2n1	2%
37	N[C@H](C(=O)O)C(O)C(O)C(O)CO (some centres undefined)	-1%
38	CSc1ccccc1C(=O)NCC1Cc2cccc(-c3ncccc3C)c2O1 (centres undefined)	-2%
39	COCCn1c(=O)c(-c2cccc(C#N)c2)nc2cnc(Nc3ccccc3)nc21	-6%
40	O=C(c1ccncc1)N1CCC[C@@]2(CCN(c3cccc(-c4ccccc4)c3)C2)C1	-1%

By substructure, the entries above with a cyano group.
No.	mol	GRP78 ERSR act
36	CCNc1ncc2nc(-c3cc(F)cc(F)c3)c(=O)n(CCC#N)c2n1	2%
39	COCCn1c(=O)c(-c2cccc(C#N)c2)nc2cnc(Nc3ccccc3)nc21	-6%

The listing continues:
No.	mol	GRP78 ERSR act
41	CCOc1ccc(Cc2nccc3cc(OCC)c(OCC)cc23)cc1OCC	-7%&-5%
42	C/C=C/c1ccc(OC)cc1	-4%
43	C=CCC1(c2ccccc2)Oc2ccccc2-c2nc3cc(Cl)c(Cl)cc3nc21 (centres undefined)	-4%&-5%
44	COc1ccc(Oc2ncc3nc(-c4cccs4)c(=O)n(C)c3n2)cc1	-2%
45	O=S(=O)(c1ccccc1)N1CCC2(CCCN(Cc3nccs3)C2)CC1	-4%
46	c1ccc(CNc2ncncc2-c2ccoc2)cc1	4%
47	COc1ccccc1CNc1ncncc1-c1ccoc1	-2%
48	COc1ccc(CNc2nc(-c3cccnc3)nc3ccccc23)c(OC)c1	-1%
49	CSCC[C@H](NC(=O)[C@@H](Cc1ccc(O[S+](=O)([O-])O)cc1)NC(=O)[C@H](N)CC(=O)O)C(=O)NCC(=O)N[C@@H](Cc1c[nH]c2ccccc12)C(=O)N[C@H](CCSC)C(=O)N[C@H](CC(=O)O)C(=O)N[C@@H](Cc1ccccc1)C(N)=O	-4%
50	COc1ccc2[nH]cc(CCNc3cc(-c4c(C)noc4C)ncn3)c2c1	-2%
51	C[C@@H](c1ccccc1)N1C(=O)[C@H]2[C@H]3[C@H](O)[C@H](O)C/C(=N/OC[C@@H](O)COCc4ccco4)[C@H]3CC[C@@H]2C1=O	-4%
52	COCC(=O)N1CCC2(CCCN(C(=O)Nc3ccc(OC)cc3)C2)CC1	-3%
53	CC(C)C[C@H](NC(=O)[C@H](Cc1ccccc1)NC(=O)[C@@H]1CCCN1C(=O)[C@H](CC(=O)O)NC(=O)[C@@H]1CCC(=O)N1)C(=O)N[C@@H](CCCN=C(N)N)C(=O)N[C@@H](Cc1ccccc1)C(N)=O	-4%
54	Cc1ccc2nc(N3CCCCCC3)c(CN(CC3CCCO3)C(=O)c3cncs3)cc2c1 (centres undefined)	-5%
55	COCCn1c(=O)cnc2cnc(OC)nc21	-7%
56	Cc1oc(-c2ccccc2NC(=O)C2CCC2)nc1CNC(=O)c1ccc2ccccc2c1	1%
57	CCC1(C2CCN(C(=O)c3ccccc3C(C)=O)CC2)NC(=O)N(CCc2scnc2C)C1=O (centres undefined)	-4%
58	COc1ccc(NC(=O)N2CCC3(CC2)CCN(C(=O)c2ccncc2)CC3)cc1	3%
59	O=C(O)C(=O)Nc1cccc(C2=NN=N[N]2)c1	-4%
60	O=c1cc(-c2ccc(O)cc2)oc2c(-c3cc(-c4cc(=O)c5c(O)cc(O)cc5o4)ccc3O)c(O)ccc12	-1%
61	Cc1cnc(C)c(-c2cc(F)cc3c2OC(CNC(=O)C2CCOC2)C3)n1 (centres undefined)	-2%
62	COc1cccc(-c2nccc(NCc3ccccc3OC)n2)c1	3%
63	C#CCCCO/N=C1/C[C@@H](O)[C@@H](O)[C@@H]2[C@@H]3C(=O)N(C(C)(C)C)C(=O)[C@H]3CC[C@H]12	-3%
64	COc1ccc(-c2nc3c(c4c2CC(C)OC4)CN(CCC(C)C)CC3)cc1 (centres undefined)	-3%
65	COCCn1c(=O)c(-c2ccc(F)cc2)nc2cnc(OC)nc21	-3%
66	O=C(c1cnccn1)N1CCC2(CC1)CCN(c1ncccn1)CC2	-3%
67	O=c1cc(-c2cccc(-c3ccc(C(F)(F)F)cc3)c2)c2cc3c(cc2o1)OCO3	-5%
68	COCC(=O)N1CCC2(CC1)CN(C(=O)Nc1cccc(C#N)c1)C2	-3%
69	O=C(O)C1CC(CCCP(=O)(O)O)CCN1 (centres undefined)	-8%
70	CC(C)=NOCc1ccc(-c2cc(-c3ccccc3)no2)cc1	-4%
71	COc1cc(CN2CCCC(n3cc(C(=O)N4CCCCC4)nn3)C2)cc(OC)c1OC (centres undefined)	-1%
72	COc1ccc(Oc2ncc3ncc(=O)n(C4CC4)c3n2)cc1	-2%
73	O=C(c1ccco1)N1CCC[C@@]2(CCN(C(c3ccccc3)c3ccccc3)C2)C1	-2%
74	c1ccc(C(c2ccccc2)N2CCCC3(CCNCC3)C2)cc1	-2%
75	COc1cc(=O)n2c(c1C(=O)NCc1ccco1)CCN(C(=O)c1ccccc1-c1ncc[nH]1)CC2	-2%
76	O=C(NC1CCN(Cc2ccccc2)C1)c1cnn(-c2ncc3c(n2)-c2ccccc2CC3)c1C1CC1 (centres undefined)	-3%
77	COc1cccc(Cn2c(=O)cnc3cncnc32)c1	-3%
78	CC(C)OC(=O)OCOP(=O)(CO[C@H](C)Cn1cnc2c(N)ncnc21)OCOC(=O)OC(C)C	-4%
79	O=C1C(I)=CC(=C(c2cc(I)c(O)c(I)c2)c2ccccc2C(=O)O)C=C1I	8%
80	COCCNc1nc(-c2ccccc2C)nc2ccccc12	-3%
81	CC(=O)NC1C(O)O[C@H](C(=O)O)[C@@H](O)[C@@H]1O (some centres undefined)	-2%
82	CC(C)CO/N=C1/[C@H]2O[C@@H]2[C@@H](O)[C@H]2[C@H]1CCn1c(=O)n(C)c(=O)n12	-4%
83	Cn1cc(CN2CCC(C3(c4ccccn4)NC(=O)N(CC4CCCO4)C3=O)CC2)c2ccccc21 (centres undefined)	1%
84	O=C(NCC1(N2CCOCC2)CCCCC1)c1cnn(-c2nccc(-c3cccs3)n2)c1C1CC1	2%
85	Cn1c(=O)c(-c2ccc(Cl)cc2)nc2cnc(N3CCOCC3)nc21	3%
86	COc1cccc(Cn2c(=O)c(CCc3ccccc3)nc3cnc(N4CCOCC4)nc32)c1	5%
87	CO[C@H]1COC(=O)[C@@H](CCSC)NC(=O)C/C=C\[C@@H](C)[C@H](OC)COC(=O)[C@@H](OCc2ccccc2)/C=C\[C@@H]1C	-6%
88	COCCOC(=O)C1=C(C)NC(C)=C(C(=O)OC(C)C)[C@@H]1c1cccc([N+](=O)[O-])c1	-5%
89	CC(=O)OC[C@H]1O[C@@H](O/N=C(\C)CCC(=O)OC[C@@H]2O[C@H](C#Cc3ccccc3)C=C[C@@H]2Oc2ccc(C)cc2)[C@H](OC(C)=O)[C@@H](OC(C)=O)[C@H]1OC(C)=O	-5%
90	O=C(c1ccco1)N1CCC2(CC1)CCN(c1ccccn1)CC2	1%
91	COc1ccccc1C1CN(CCNC(=O)[C@@H]2CSC(=O)N2)Cc2ccccc2O1 (some centres undefined)	-4%
92	CC12CCC3C(CCC4CC(O)CCC43C)C1CC=C2c1ccccc1 (centres undefined)	-5%
93	CCOC(=O)CCN1C(=O)[C@H]2[C@H]3[C@H](O)[C@H](O)C/C(=N/O[C@@H]4O[C@@H](COC(C)=O)[C@@H](OC(C)=O)[C@@H](OC(C)=O)[C@H]4OC(C)=O)[C@@H]3CC[C@@H]2C1=O	-5%
94	COC1=C(C(=O)O)N2C(=O)[C@@H](NC(=O)C(N)C3C=CCC=C3)[C@H]2SC1 (some centres undefined)	-2%
95	CC(=O)OC1C[C@]2(C)[C@@H](CC(O)C3[C@]4(C)CCC(O)C(C)[C@@H]4CC[C@]32C)/C1=C(/CCC=C(C)C)C(=O)O (some centres undefined)	-4%
96	O=C(NCC1Cc2cc(F)cc(-c3cnccn3)c2O1)c1cccc(-c2ccccc2F)c1 (centres undefined)	-2%
97	CO[C@H]1COC(=O)C/C=C\[C@H](C)[C@@H](OC)COC(=O)[C@@H](C)NC(=O)C/C=C\[C@@H]1C	-2%

Some of these compounds in order of their number in GRP78 ERSR act, largest number first:
No.	mol	GRP78 ERSR act
85	Cn1c(=O)c(-c2ccc(Cl)cc2)nc2cnc(N3CCOCC3)nc21	3%
84	O=C(NCC1(N2CCOCC2)CCCCC1)c1cnn(-c2nccc(-c3cccs3)n2)c1C1CC1	2%
81	CC(=O)NC1C(O)O[C@H](C(=O)O)[C@@H](O)[C@@H]1O (some centres undefined)	-2%
95	CC(=O)OC1C[C@]2(C)[C@@H](CC(O)C3[C@]4(C)CCC(O)C(C)[C@@H]4CC[C@]32C)/C1=C(/CCC=C(C)C)C(=O)O (some centres undefined)	-4%
93	CCOC(=O)CCN1C(=O)[C@H]2[C@H]3[C@H](O)[C@H](O)C/C(=N/O[C@@H]4O[C@@H](COC(C)=O)[C@@H](OC(C)=O)[C@@H](OC(C)=O)[C@H]4OC(C)=O)[C@@H]3CC[C@@H]2C1=O	-5%
87	CO[C@H]1COC(=O)[C@@H](CCSC)NC(=O)C/C=C\[C@@H](C)[C@H](OC)COC(=O)[C@@H](OCc2ccccc2)/C=C\[C@@H]1C	-6%

Not all compounds are listed. The share of hits here may be higher or lower than overall.
